LMPTP block: LMPTP (human) inhibition; 360,000 tested, 0.22% active; inhibition, % at 20 µM; recombinant LMPTP-A, OMFP fluorogenic substrate, fluorescence intensity;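 active = compounds that cut the enzyme signal by at least half of the control window in the single-dose screen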;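 note: plate controls were DMSO wells with enzyme plus substrate for no effect and substrate without enzyme for full effect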
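Test system: LMPTP-A phosphatase enzyme; input: 0.625 nM LMPTP-A final; reagent: OMFP substrate, 400 µM final; compound dosing: 20 µM single dose, 3% DMSO; incubation: 50 min dark incubation at room temperature; measured by: endpoint fluorescence intensity from OMFP dephosphorylation; measure: % inhibition relative to no-enzyme and uninhibited control wells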
TbMetRS inhib: blocks T. brucei methionyl-tRNA synthetase activity | inhibition, % at 11.9 µM | 360,000 tested, 0.4% active | purified T. brucei MetRS, ATP depletion, Kinase-Glo luminescence;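 active = inhibition above a per-plate cutoff of the control wells' mean inhibition plus 3 SD, cut at about 5.5% in these data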;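 note: 0% = DMSO wells median and 100% = median of wells with control inhibitor compound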
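Assay system: T. brucei methionyl-tRNA synthetase, purified | Medium: HEPES buffer with MgCl2, KCl, DTT, spermine, BSA, pyrophosphatase | Compound: 11.9 µM single point | Incubation: 15 min enzyme-compound preincubation, 2 h reaction, 10 min detection, 25 °C | Measured by: Kinase-Glo luciferase luminescence reporting remaining unconsumed ATP | Measure: % inhibition normalized to control-well medians | Replication: Singlicate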
Scp-1 inhibitor: blocks human Scp-1 phosphatase activity. Q9GZU7. Recombinant Scp1, phosphopeptide, malachite green phosphate absorbance. inhibition, % at 20 µM. 340,000 tested, 0.88% active;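 active = inhibition above about 50% at 20 µM, limit read from the data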;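 note: plate controls were DMSO wells with enzyme for no effect and wells lacking enzyme for full effect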
Target sequence (Q9GZU7 76-261 limits assumed): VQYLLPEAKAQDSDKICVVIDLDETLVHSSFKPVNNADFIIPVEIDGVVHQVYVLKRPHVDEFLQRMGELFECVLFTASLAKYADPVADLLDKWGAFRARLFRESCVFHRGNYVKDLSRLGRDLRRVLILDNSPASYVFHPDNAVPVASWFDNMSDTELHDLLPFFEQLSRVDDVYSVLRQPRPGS
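Material – SCP-1 phosphatase catalytic domain, residues 76-261 · Buffer or medium – Acidic Tris acetate buffer with magnesium and detergent · Also added – Phospho 17-mer peptide substrate · Compound – single 20 µM dose, 1% DMSO · Times – 45 min room-temperature reaction, 5 min colour, 30 min stabiliser · Technique – Phosphate-binding colour reagent, absorbance read at 630 nm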
Rpn11 block: blocks the human proteasome subunit Rpn11 | human 26S proteasome, Ub4-pepOG fluorescence polarization; 20S core pre-blocked with epoxomicin | calls only at 20 µM | 360,000 tested, 0.59% active;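 active = inhibition at 20 µM, scaled to each plate's controls, above about 33%, limit read from the data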
MsrA inh: inhibitors of bovine MsrA; purified bovine MsrA, absorbance read-out; inhibition, % at 15.5 µM; 360,000 tested, 0.75% active; AID 651718; in the data active = inhibition above about 4.5%;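 note: 0% = vehicle wells with enzyme and 100% = reference inhibitor wells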
NadD inh: blocks S. aureus nicotinate mononucleotide adenylyltransferase; inhibition, % at 20 µM; AID 602399; 360,000 tested, 0.78% active; purified NadD enzyme, colorimetric absorbance read-out; in the data active = inhibition above about 26%; note: some compounds past the cut are filed as inactive
DNMT1 block: DNMT1 (human) enzyme inhibition. 360,000 tested, 0.83% active. DNMT1 molecular beacon, Hinp1I cleavage, fluorescence. AID 588458. inhibition (reported as % activation of signal), % at 10 µM; in the data active = inhibition above about 50%
STEP block: blocks human striatal-enriched tyrosine phosphatase | P54829 | recombinant STEP, OMFP fluorogenic substrate, fluorescence | inhibition, % at 20 µM | AID 588621 | 360,000 tested, 0.25% active;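 active = inhibition at 20 µM, scaled per plate between control wells, above about 37%, limit read from the data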;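 note: 0% = DMSO with enzyme and substrate and 100% = substrate only without enzyme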
Target sequence (P54829 whole entry, looked up): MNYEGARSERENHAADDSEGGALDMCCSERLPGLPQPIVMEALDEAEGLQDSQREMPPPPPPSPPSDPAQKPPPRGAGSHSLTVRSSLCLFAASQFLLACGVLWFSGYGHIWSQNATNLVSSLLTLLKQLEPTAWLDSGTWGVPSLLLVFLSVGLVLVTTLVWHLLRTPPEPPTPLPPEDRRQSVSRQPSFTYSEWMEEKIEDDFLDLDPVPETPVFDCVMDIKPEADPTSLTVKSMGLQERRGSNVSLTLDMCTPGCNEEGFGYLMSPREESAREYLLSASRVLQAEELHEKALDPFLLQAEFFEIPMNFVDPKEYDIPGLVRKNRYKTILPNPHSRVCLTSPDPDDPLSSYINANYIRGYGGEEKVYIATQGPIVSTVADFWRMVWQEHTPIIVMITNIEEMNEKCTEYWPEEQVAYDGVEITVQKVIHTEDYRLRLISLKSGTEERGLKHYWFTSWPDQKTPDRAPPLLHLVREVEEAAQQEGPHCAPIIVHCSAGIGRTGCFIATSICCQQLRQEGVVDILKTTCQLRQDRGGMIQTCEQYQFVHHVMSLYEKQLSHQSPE
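System: STEP phosphatase, cell-free reaction; Buffer or medium: Bis-Tris pH 6.0 buffer with DTT, detergent; Incubation: 20 min at room temperature, dark; Measured by: fluorescence, 480/540 nm.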
CSN deneddyl inh: inhibitors of human CSN-mediated cullin deneddylation. Q92905. Purified CSN, SCF-Nedd8-OG deneddylation, fluorescence polarization. inhibition, % at 12.5 µM. 360,000 tested, 0.38% active. AID 651999;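 active = pattern-corrected inhibition above about 35%, with an unprinted fluorescence ratio check between 0.5 and 1.5, limit read from the data, passing the limit was not always enough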;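 note: 0% = enzyme with substrate and 100% = substrate without enzyme; some results filed as inactive read as strong as hits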
Target sequence (Q92905 whole entry, looked up, one chain of several): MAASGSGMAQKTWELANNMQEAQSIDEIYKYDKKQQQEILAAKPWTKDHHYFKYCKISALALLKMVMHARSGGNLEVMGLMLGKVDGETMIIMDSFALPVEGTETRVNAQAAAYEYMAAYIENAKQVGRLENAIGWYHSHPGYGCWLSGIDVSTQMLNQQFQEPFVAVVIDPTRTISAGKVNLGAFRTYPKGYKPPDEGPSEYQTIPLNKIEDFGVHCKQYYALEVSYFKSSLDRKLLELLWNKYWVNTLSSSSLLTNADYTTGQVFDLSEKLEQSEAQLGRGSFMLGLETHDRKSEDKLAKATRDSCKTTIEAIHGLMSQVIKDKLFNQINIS
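Assay system: Purified human Csn5 enzyme expressed in HEK293T cells | Amount: Enzyme 0.24 nM | Measured by: Fluorescence polarization readout | Medium: Tris/NaCl/DTT buffer, pH 7.5 | Compound dosing: One concentration, 12.5 µM, 0.25% DMSO | Times: 90 min incubation of compound, enzyme and substrate at room temperature | Control set: no-enzyme wells high, enzyme-with-substrate wells low | Read-out: % inhibition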
SUMO1 PPI mod: alters human SUMO1 binding to SIM partners; P63165; 360,000 tested, 0.33% active; AID 602429; SUMO1 binding to a labelled peptide, TR-FRET, 1 h; inhibition, % at 20 µM; in the data active = inhibition above about 37%
An asterisk follows results filed as active; i = inactive; / = no result given.

SMILES	LMPTP block	TbMetRS inhib	Scp-1 inhibitor	Rpn11 block	MsrA inh	NadD inh	DNMT1 block	STEP block	CSN deneddyl inh	SUMO1 PPI mod
C/C(Cc1ccccc1)=N\NC(=O)CNC(=O)c1ccccc1	-1.8	-0.3	-5.7	i	-0.5	-3.5	5.6	-1.4	-4.2	-1.1
O=C(O)c1nnn(-c2cc(C(F)(F)F)cc(C(F)(F)F)c2)c1-c1ccccc1	-1.2	-0.3	2.7	i	0.2	1.9	-0.1	-0.1	2.1	6.9
Cc1nn(-c2ccccc2)c(C)c1NC(=O)COC(=O)Cc1ccccc1F	-0.7	-0.2	-3.4	i	-0.4	-3.3	0.2	-1.2	3.4	0.9
O=C(C1CCCN(S(=O)(=O)c2ccccc2)C1)N1CCCCCC1 (configuration not stated)	-1.1	-0.1	0.6	i	-0.6	1.7	2.3	-0.2	1.6	3.7
O=C(c1ccco1)N1CCN(C(=O)N2CCCC2)CC1	-2.0	-0.5	5.8	i	-0.1	-4.8	5.2	-1.2	4.3	-0.2
COc1ccc(N(CC(=O)Nc2ccc3c(c2)OCO3)S(=O)(=O)c2ccc(F)cc2)cc1	-0.7	-0.4	-1.2	i	-1.0	0.2	-13.5	-0.7	-8.2	-2.1
CCN(CC)c1ccc(C(=C2C=CC(=[N+](CC)CC)C=C2)c2ccc(S(=O)(=O)O)cc2S(=O)(=O)[O-])cc1	3.0	-0.3	16.7	i	-0.2	14.6	21.2	3.1	0.1	-17.2
COc1ccc(C(NCC(=O)NC(C)c2ccc(Cl)cc2)c2ccccc2)cc1 (configuration not stated)	1.1	-0.8	-0.9	i	0.4	-5.5	-1.8	-1.6	-2.8	2.4
COc1cccc(NC(=O)N2CCCC(C(=O)NCc3ccc(F)cc3)C2)c1 (configuration not stated)	-0.9	-0.5	-6.9	i	0.1	-5.0	1.9	-2.2	2.3	1.8
CC[N+](C)(CC)CCC/C(=N/O)C(O)(c1ccccc1)c1ccccc1	-2.0	-0.5	12.0	i	1.4	4.6	3.9	-1.4	0.2	3.5
O=C(COc1ncnc2scc(-c3ccc(F)cc3)c12)NCc1ccco1	-2.6	-1.8	-10.4	i	0.4	1.8	-7.4	-3.6	2.7	0.4
CCN(CC)Cc1cc2ccccc2c2c1COC2	0.2	0.1	-4.0	i	0.5	0.8	3.8	3.6	2.6	-3.9
COC(=O)/C(=C/Nc1ccc(O)cc1)[N+](=O)[O-]	6.4	0.8	-7.8	i	0.8	-1.4	-2.1	-1.5	7.4	-0.8
Cc1nnc(SCCn2c(N3CCCC(C)C3)nc3c2c(=O)n(C)c(=O)n3C)s1 (configuration not stated)	-1.6	1.3	-4.8	i	-0.4	-1.5	1.7	-1.8	-0.8	3.4
CC(C)CN(C(=O)CCC(=O)OCC(=O)NCCc1ccccc1)c1c(N)n(CC(C)C)c(=O)[nH]c1=O	-0.4	0.2	0.9	i	-1.2	1.4	-0.2	-0.5	2.9	-5.3

Two compounds from above, reduced to Rpn11 block.
compound | Rpn11 block
O=C(C1CCCN(S(=O)(=O)c2ccccc2)C1)N1CCCCCC1 (configuration not stated) | i
O=C(c1ccco1)N1CCN(C(=O)N2CCCC2)CC1 | i

Next section
SMILES	LMPTP block	TbMetRS inhib	Scp-1 inhibitor	Rpn11 block	MsrA inh	NadD inh	DNMT1 block	STEP block	CSN deneddyl inh	SUMO1 PPI mod
O=C(CSc1nc2ccc(S(=O)(=O)N3CCOCC3)cc2[nH]1)N1CCOCC1	-0.4	-1.7	6.0	i	-0.6	5.5	2.0	7.6	2.5	-1.1
CC(C)(C)c1ccccc1OCCN1CCCC1	-5.6	-0.1	-5.6	i	1.5	-9.1	-0.7	0.1	0.8	-10.2
COC(=O)CC1=C(C(=O)OC)[C@@H](c2ccccc2[N+](=O)[O-])C(C#N)=C(N)O1	-2.1	0.0	-3.8	i	-1.5	5.1	-2.3	-1.8	3.9	-2.7
CC(C)CSc1nc2c(c(=O)[nH]c(=O)n2C)n1CC(O)COc1cccc2ccccc12 (configuration not stated)	2.7	-1.3	0.0	i	0.2	9.9	-8.0	8.1	2.7	16.2
CC(=O)Nc1cccc(S(C)(=O)=O)c1	-1.9	-0.4	-5.1	i	0.8	-2.2	3.0	-1.6	2.4	-1.0
CCOC(=O)C1(Cc2cccc(F)c2)CCN(Cc2cn(CC)nc2C)CC1	-0.7	-0.2	4.7	i	-0.2	-3.7	1.6	-0.3	0.9	-2.1
COc1ccccc1-c1ccc([C@@H]2C[C@H]3[C@H](CON3C)CN2C(=O)c2ccc(-c3ccccc3)cc2)cc1	5.3	-1.9	/	i	1.2	4.0	-10.8	2.5	0.9	5.2
Cc1cccc(NC(=O)C23CCC(C)(C(=O)O2)C3(C)C)c1 (configuration not stated)	0.2	-1.4	-1.4	i	1.0	-7.2	0.4	-1.4	-0.9	12.6
O=C1c2ccccc2C(c2nnnn2Cc2ccccc2)N1Cc1ccco1 (configuration not stated)	-0.9	-1.2	/	/	1.6	-4.3	/	/	2.5	5.6
COc1ccccc1N(CC(O)COc1ccccc1)S(=O)(=O)c1ccccc1 (configuration not stated)	0.0	-0.8	-11.8	i	0.4	-8.2	-2.6	-3.2	1.1	-2.1
COC(=O)C[C@H]1c2cc(C(F)(F)F)ccc2S(=O)(=O)N1Cc1ccccc1OC	0.1	-0.4	-8.2	i	-0.2	-8.3	-0.8	1.6	-5.2	4.0
CC(=O)Nc1ccc(NC(=O)COc2cc(O)c3c(c2)OC(C)(C)CC3=O)cc1	-1.0	0.5	9.5	i	0.4	-1.3	-4.6	1.6	3.6	9.0
Cc1cccc(NC(=O)CN(CC2CCCO2)C(=O)c2oc3ccc(F)cc3c2C)c1C (configuration not stated)	0.0	-0.1	-1.7	i	0.0	4.1	-5.3	-2.0	2.0	3.9
C[C@H]1CN([C@@H](C)CO)C(=O)CCCn2cc(nn2)CO[C@@H]1CN(C)C(=O)Nc1ccc(C(C)(C)C)cc1	-1.2	-0.6	/	i	0.5	0.1	6.8	-0.6	3.2	-1.4
COc1ccc(/C(O)=C2/C(=O)C(=O)N(CCN(C)C)C2c2ccccn2)cc1OC (configuration not stated)	-6.2	-0.3	-6.1	i	2.6	2.3	0.3	0.6	-0.6	-4.5
COc1ccc(C(=O)NCC(=O)OCc2c(Cl)cccc2Cl)cc1OC	0.4	0.1	-4.9	i	-0.1	0.2	9.8	3.1	-0.5	1.6
CC(=O)NS(=O)(=O)c1ccc(NC(=O)c2cc(-c3cccs3)nc3ccccc23)cc1	0.5	-1.2	4.4	i	0.0	5.0	3.1	-2.0	-5.5	-3.0
CSc1ccc(/C=C/C(=O)OCC(=O)NCC2CCCO2)cc1 (configuration not stated)	-0.4	-0.3	-7.5	i	2.7	-7.9	0.5	-0.7	-2.6	-28.5
CCOC(=O)N1CCN(C(=O)c2cc(COc3ccc(Cl)cc3OC)on2)CC1	0.0	0.5	-5.3	i	0.6	0.8	1.3	-0.4	4.3	-0.4
CCOC(=O)c1c(NC(=O)c2nn(CC)cc2Br)sc2c1CCCCC2	3.5	-0.6	-8.9	i	-0.3	1.2	-3.6	5.6	-2.6	-1.1
CCOc1ccc(CNC(=O)CCCc2cn(C)c3ccccc23)cc1	2.8	-1.0	-12.1	i	-0.3	-5.6	-2.7	19.2	2.5	7.0
NC(=O)c1cc(Br)cc(C2CCCCC2)c1O	1.6	-1.5	-12.3	i	-1.5	-10.5	-0.3	-2.5	7.1	1.8
COc1ccc(NC(=O)CCS(=O)(=O)c2ccc3c(c2)CCN3C(C)=O)cc1	0.2	-0.1	-6.5	i	0.2	-7.1	2.3	-0.9	0.9	3.2
O=C(CCc1nc2ccccc2s1)OCc1ccccc1	1.1	0.1	-5.3	i	1.3	-5.9	-0.5	-2.8	0.3	1.3
COc1ccc(NC2c3ncccc3C(=O)N2Cc2cccs2)cc1 (configuration not stated)	0.5	-0.8	1.2	i	2.5	-4.5	-0.5	7.1	0.0	-3.0
Cn1cnc2ncnn2c1=S	-2.0	0.0	/	i	0.2	-2.0	3.0	-2.5	-2.6	3.0
COCCN(CC(=O)NCc1ccc(OC)cc1)C(=O)CCC(=O)Nc1nccs1	0.5	-1.6	-4.8	i	-1.1	1.2	2.0	-1.7	0.0	-6.0
Cc1cccc(NC(=O)Cn2c(=O)n(CCC(=O)NC3CCCC3)c(=O)c3ccccc32)c1	0.9	0.1	-4.3	i	-0.2	-2.7	-4.8	-0.7	2.6	8.8
C[C@H](CO)N1C[C@H](C)[C@@H](CN(C)C(=O)Nc2ccccc2)Oc2c(NC(=O)Nc3ccc4c(c3)OCO4)cccc2C1=O	-0.2	0.1	-11.3	i	0.3	-1.0	-0.2	-1.0	-1.5	-3.1
COC(=O)C1(C(=O)OC)C/C=C\CN(S(=O)(=O)c2ccccc2[N+](=O)[O-])CCC1	-0.5	0.3	/	/	0.1	-0.8	/	/	-2.0	-5.6
Cc1cccc(C(=O)NCCC(=O)N2CCc3ccccc3C2)c1	-0.3	-0.3	-2.5	i	-1.3	1.5	-5.4	-1.6	0.8	0.4
CCC(=O)N1c2ccc(S(=O)(=O)NCCc3ccc(OC)c(OC)c3)cc2CC1C (configuration not stated)	0.0	-0.2	0.6	i	0.8	2.3	2.8	-4.4	0.7	4.7
CCc1c(C)nc2ncnn2c1N1CCC(C(=O)Nc2cccc(C(C)=O)c2)CC1	-0.4	0.3	2.3	i	0.7	-2.2	0.7	2.5	-2.8	0.9
O=C(CCN1C(=O)C2C3CCC(C3)C2C1=O)Nc1ccc(Br)cc1 (configuration not stated)	-2.7	3.4	-6.5	i	0.6	-3.0	0.4	0.1	0.4	-3.0
CCc1nnc(NC(=O)CSC(=S)N2CCOCC2)s1	-1.1	-0.4	67.3*	i	-1.4	-6.0	0.8	3.0	-3.0	5.1
Cc1nnc(SC(C)C(=O)N(C)C2CCCCC2)n1N (configuration not stated)	-1.4	-0.4	1.2	i	0.4	-2.1	0.3	-0.3	0.0	1.5
CN(CC(=O)Nc1ccc(Cl)c(Cl)c1)C(=O)CNC(=O)Cc1ccccc1	0.1	-0.3	-3.9	i	0.0	7.6	-3.0	1.2	-2.2	2.3

Screening data from PubChem BioAssay.
